JMJD2C inh: human JMJD2C demethylase inhibition. Q9H3R0. GST-JMJD2C(1-420) H3K9me3 demethylation, DELFIA europium. inhibition, % at 2.35 µM. hit rate 0.069% among 330,000. AID 2099;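 active = more than half of a compound's replicate wells show inhibition beyond 50%, single wells judged on their own value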;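 also: signal counts dimethyl H3K9 product captured on neutravidin plate; 0% = median of DMSO wells and 100% = 0.3 times that DMSO median; strong numbers were not always called active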
CTSL1 counter: counter-screen for PFM18AAP inhibitors: inhibitors of F. hepatica cathepsin L1. recombinant F. hepatica cathepsin L1, Z-Leu-Arg-MCA fluorescence. inhibition, % at 5.96 µM. hit rate 0.49% among 300,000;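 active = inhibition above the mean of all tested compounds plus 3 SD, set per screening campaign, cut at about 17% in these data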;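 also: 0% = plate median of test compound wells and 100% = 1 µM Z-Phe-Ala-diazomethylketone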
PP1 counter: blocks human PP1-alpha phosphatase, a PP5 counter-screen. hit rate 0.9% among 320,000. inhibition, % at 6.7 µM. purified PP1alpha, OMFP fluorescence. P62136. AID 2235;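 active = inhibition above the mean inhibition of all tested compounds plus 3 SD, computed separately for each screening campaign, cut at about 15% in these data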
Yeast superoxide: yeast age-related superoxide inhibition as caloric restriction mimetic | superoxide response (% of plate mean), % at 10 µM | hit rate 0.18% among 330,000 | S. cerevisiae aged cells, superoxide DHE fluorescence; active compounds read low;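 active = superoxide response under a set limit, about three screen SD below normal, cut at about 65% in these data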;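 also: yeast aged for seven days with compound at 30 °C before DHE staining; 100% = average MFI of all compound-treated wells on the plate with controls excluded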
PP5 inh: PP5 (human) phosphatase inhibition; purified PP5c, OMFP substrate fluorescence; inhibition, % at 6.7 µM; hit rate 0.18% among 320,000;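 active = inhibition above the campaign's mean inhibition across all tested compounds plus 3 SD, cut at about 9.5% in these data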;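 also: 0% = DMSO only and 100% = 100 µM cantharidin control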
Target sequence (P53041 whole entry, looked up): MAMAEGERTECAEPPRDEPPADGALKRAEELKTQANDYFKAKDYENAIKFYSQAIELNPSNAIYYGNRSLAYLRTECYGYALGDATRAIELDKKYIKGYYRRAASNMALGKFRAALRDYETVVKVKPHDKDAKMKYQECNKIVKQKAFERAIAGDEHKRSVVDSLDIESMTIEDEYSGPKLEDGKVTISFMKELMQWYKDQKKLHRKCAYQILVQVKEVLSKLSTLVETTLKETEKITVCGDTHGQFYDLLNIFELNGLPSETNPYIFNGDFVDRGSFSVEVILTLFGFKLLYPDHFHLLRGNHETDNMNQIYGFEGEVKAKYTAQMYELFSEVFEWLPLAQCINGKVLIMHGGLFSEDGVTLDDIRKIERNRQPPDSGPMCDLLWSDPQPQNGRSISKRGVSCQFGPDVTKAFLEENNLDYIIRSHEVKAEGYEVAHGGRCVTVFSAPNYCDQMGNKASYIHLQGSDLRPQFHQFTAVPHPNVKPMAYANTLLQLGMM
HCV core dimer: blocks dimerization of HCV core protein. TR-FRET GST/Flag-core106 dimerization, 1536-well. inhibition, % at 5 µM. hit rate 0.33% among 300,000. AID 1899;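 active = inhibition above the mean of all tested compounds plus 3 SD, set per screening campaign, cut at about 45% in these data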
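assay system = GST-tagged and Flag-tagged HCV core protein residues 1-106 | controls = unlabelled core106 and no-GST-core106 wells | incubation = compound-protein-antibody incubation 4 h at 22.5 °C | probe or stimulus = Eu donor and XL665 acceptor anti-tag antibodies | read-out = % inhibition based on acceptor/donor emission ratio | signal = TR-FRET 671 and 617 nm emission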
EBNA-1 inhibitor: blocks EBNA-1 binding to DNA | EBNA-1 DNA binding, fluorescence polarization | inhibition, % at 14.8 µM | hit rate 0.34% among 300,000 | AID 1950; in the data active = inhibition above about 28%
TPT1 inhibitor: inhibitors of Candida albicans tRNA 2'-phosphotransferase TPT1; hit rate 0.81% among 300,000; recombinant caTPT1, FP RNA substrate dephosphorylation; inhibition, % at 5 µM;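 active = inhibition above the mean of all tested compounds plus 3 SD, set per screening campaign, cut at about 24% in these data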;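 also: plate controls were DMSO alone for no effect and ferristatin control at 100 nM for full effect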
ZTA DNA inh: counter-screen for EBNA-1 inhibitors: inhibitors of Epstein-Barr virus ZTA | AID 2234 | P03206 | ZTA-DNA binding, fluorescence polarization | inhibition, % at 11 µM | hit rate 0.15% among 320,000; in the data active = inhibition above about 33%
Target sequence (P03206 whole entry, looked up): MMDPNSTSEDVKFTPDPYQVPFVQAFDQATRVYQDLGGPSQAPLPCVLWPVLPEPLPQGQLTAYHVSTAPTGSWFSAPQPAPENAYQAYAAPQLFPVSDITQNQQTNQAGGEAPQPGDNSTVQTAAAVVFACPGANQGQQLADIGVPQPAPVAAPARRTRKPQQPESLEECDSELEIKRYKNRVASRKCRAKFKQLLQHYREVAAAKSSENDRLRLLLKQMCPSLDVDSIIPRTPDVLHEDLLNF
Numbers without * were called inactive; . = not tested or not shown.

1: CCSc1nnc(Cn2c(=O)sc3ccccc32)n1-c1ccccc1C
2: CCN1CCN(C(=O)C2CCN(S(=O)(=O)N3CCC4(CC3)OCCO4)CC2)CC1
3: COc1cc(OC)c(C2C(C#N)=C(N)OC3=C2C(=O)CC(C)C3)cc1OC (stereo not drawn)
4: CCOC(=O)c1ccc(S(=O)(=O)NNC(=O)COc2cccc(C)c2)cc1
5: COc1ccc(N/C=C(/C(C)=O)c2ccccc2)cc1
6: Cc1csc(NC(=O)c2cccc(Cn3nc(C)c(Br)c3C)c2)n1
7: CCCCn1c(=O)[nH]c(=O)c2c1nc(-c1ccc(OCCC)c(OCC)c1)n2C
8: Cc1noc(C)c1S(=O)(=O)NCCc1ccc(S(N)(=O)=O)cc1
compound no.	1	2	3	4	5	6	7	8
ZTA DNA inh	-11	7	3	2	-4	-7	-9	16
HCV core dimer	3	-3	-5	3	2	0	-1	-8
CTSL1 counter	-1	-2	-1	4	6	-12	1	-1
EBNA-1 inhibitor	-15	-7	2	-8	-2	-6	8	3
JMJD2C inh	-13	18	18	-9	0	0	1	-13
TPT1 inhibitor	1	0	0	0	4	0	-2	-7
Yeast superoxide	114	90	92	111	101	87	96	97
PP1 counter	-5	2	4	-2	-1	2	2	-1
PP5 inh	1.9	-1.9	-0.4	0.0	-0.4	2.5	-1.8	-2.3

9: Cc1c(NC(=O)c2cccc(NC(=O)Cc3ccccc3F)c2)c(=O)n(-c2ccccc2)n1C
10: CC1(C)C2CCC1(C)C(NC(=O)CCN1CCCCC1)C2 (stereo not drawn)
11: O=C(NC(=S)NC1CCCCCC1)c1cncc(Br)c1
12: NC(=O)C1(N2CCCCC2)CCN(C(=O)CSc2nc3ccccc3s2)CC1
13: CC(C)c1ccc(N2C(=O)C(Cl)=C(N3CCOCC3)C2=O)cc1
14: CC(C)OC(=O)CCC1(C(=O)O)CCC(=O)NC1 (stereo not drawn)
15: CC(=O)c1ccc(NC(=S)N2CCCCCC2)cc1
16: NC(=O)NCC(c1ccccc1)C1CCCCC1 (stereo not drawn)
compound no.	9	10	11	12	13	14	15	16
ZTA DNA inh	10	9	5	10	5	4	-9	-5
HCV core dimer	.	1	5	6	1	2	-1	4
CTSL1 counter	.	4	3	1	3	2	-1	-4
EBNA-1 inhibitor	.	6	-1	7	3	10	2	1
JMJD2C inh	5	5	4	0	-3	-6	-3	-4
TPT1 inhibitor	.	-3	2	0	-2	-4	-1	-1
Yeast superoxide	111	93	99	83	99	101	101	72
PP1 counter	-3	-3	3	2	3	1	-5	-2
PP5 inh	-1.2	1.5	1.9	-1.9	3.0	3.3	-0.1	-0.9

Ordered by count of non-hydrogen atoms (lowest first): some entries from above
16: NC(=O)NCC(c1ccccc1)C1CCCCC1 (stereo not drawn)
15: CC(=O)c1ccc(NC(=S)N2CCCCCC2)cc1
10: CC1(C)C2CCC1(C)C(NC(=O)CCN1CCCCC1)C2 (stereo not drawn)
13: CC(C)c1ccc(N2C(=O)C(Cl)=C(N3CCOCC3)C2=O)cc1
12: NC(=O)C1(N2CCCCC2)CCN(C(=O)CSc2nc3ccccc3s2)CC1
7: CCCCn1c(=O)[nH]c(=O)c2c1nc(-c1ccc(OCCC)c(OCC)c1)n2C
9: Cc1c(NC(=O)c2cccc(NC(=O)Cc3ccccc3F)c2)c(=O)n(-c2ccccc2)n1C
compound no.	16	15	10	13	12	7	9
ZTA DNA inh	-5	-9	9	5	10	-9	10
HCV core dimer	4	-1	1	1	6	-1	.
CTSL1 counter	-4	-1	4	3	1	1	.
EBNA-1 inhibitor	1	2	6	3	7	8	.
JMJD2C inh	-4	-3	5	-3	0	1	5
TPT1 inhibitor	-1	-1	-3	-2	0	-2	.
Yeast superoxide	72	101	93	99	83	96	111
PP1 counter	-2	-5	-3	3	2	2	-3
PP5 inh	-0.9	-0.1	1.5	3.0	-1.9	-1.8	-1.2

(next part)
17: COc1ccc(C2C(C#N)=C(N)N3C(=C2C#N)Sc2ccccc23)cc1 (stereo not drawn)
18: COC(=O)c1ccc(C23CC4(C2)[C@H](CN(Cc2ccc(-c5ccccc5)cc2)[C@@H]4c2ccccc2)C3c2ccc(Cl)nc2)cc1 (stereo partly drawn)
19: O=C(O)c1cccnc1SCc1cccc(Cl)c1
20: COC(=O)c1c(NC(=O)CN2C(=O)NC3(CCc4ccccc4C3)C2=O)sc2c1CCCCC2 (stereo not drawn)
21: COC(=O)c1c(NC(=O)c2ccnn2C)sc(C)c1C
22: Cc1cccc(NC(=O)NCCN2CCN(c3ccccc3)CC2)c1C
23: Cc1cccc(N(C(=O)Cn2nnc3ccccc32)C(C(=O)NC(C)(C)C)c2ccsc2)c1 (stereo not drawn)
24: CC1(C(=O)NCc2ccccn2)C=CCN1C(=O)c1ccccc1 (stereo not drawn)
compound no.	17	18	19	20	21	22	23	24
ZTA DNA inh	-3	-5	1	3	5	0	-23	-6
HCV core dimer	2	16	4	29	3	0	6	-30
CTSL1 counter	3	-4	-3	-1	-2	2	-1	4
EBNA-1 inhibitor	0	11	-9	10	0	9	2	4
JMJD2C inh	4	5	28	-4	3	14	-11	1
TPT1 inhibitor	5	-2	-4	-1	-6	-1	-1	-4
Yeast superoxide	98	102	138	121	102	98	125	96
PP1 counter	3	5	-4	15*	-1	-1	-1	0
PP5 inh	0.2	3.0	-1.2	4.4	1.3	0.8	1.4	-7.6

Part of the list above, limited to Yeast superoxide, EBNA-1 inhibitor and TPT1 inhibitor.
nr	compound	Yeast superoxide	EBNA-1 inhibitor	TPT1 inhibitor
20	COC(=O)c1c(NC(=O)CN2C(=O)NC3(CCc4ccccc4C3)C2=O)sc2c1CCCCC2 (stereo not drawn)	121	10	-1
21	COC(=O)c1c(NC(=O)c2ccnn2C)sc(C)c1C	102	0	-6
22	Cc1cccc(NC(=O)NCCN2CCN(c3ccccc3)CC2)c1C	98	9	-1
23	Cc1cccc(N(C(=O)Cn2nnc3ccccc32)C(C(=O)NC(C)(C)C)c2ccsc2)c1 (stereo not drawn)	125	2	-1

Following part:
25: CCOC(=O)C(C)Sc1ncnc2c1nnn2-c1ccc(F)cc1 (stereo not drawn)
26: CC(C)(C)C(=O)NC(CC(=O)O)c1ccccc1 (stereo not drawn)
27: CC(C)(C(=O)Nc1nccs1)c1ccccc1
28: CC1CCC(=C(C#N)c2nc(-c3cc4ccccc4oc3=O)cs2)CC1 (stereo not drawn)
29: CCn1c(=O)c(C(=O)NNC(=O)c2ccccc2Br)c(O)c2ccccc21
compound no.	25	26	27	28	29
ZTA DNA inh	-19	-7	40*	-18	-10
HCV core dimer	0	-2	1	13	-9
CTSL1 counter	-2	-2	1	5	-2
EBNA-1 inhibitor	7	-1	2	-1	1
JMJD2C inh	6	3	-4	4	3
TPT1 inhibitor	-1	3	2	-2	-5
Yeast superoxide	100	102	110	98	136
PP1 counter	-2	-1	-2	4	22*
PP5 inh	1.0	-1.6	1.3	1.9	-0.6

From PubChem BioAssay
